# Compound activity: PubChem, several laboratories
# LYP inhibition – PTPN22 lymphoid phosphatase activity blockers – biochemical, fluorescence intensity, uHTS (AID 1779); 0.054% of 290,000 active; recombinant LYP phosphatase, fluorescence intensity; higher % means a stronger effect; one-dose inhibition, % at 11.5 µM; IC50 in µM for titrated hits;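 note: plate controls were vehicle with enzyme for no effect and no enzyme for full effect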
# SIAH1 antagonists – Siah-1 peptide-binding antagonists, primary screen, biochemical, fluorescence polarization, rhodamine-plectin, uHTS (AID 1817); Siah-1 / rhodamine-plectin peptide fluorescence polarization; higher % means a stronger effect; 0.02% of 290,000 active; displacement, % at 20 µM, or IC50 in µM where a hit was titrated;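 active = displacement of at least 50% at 20 µM, with a fluorescence ratio check between 0.3 and a set limit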;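 note: plate controls were Siah plus tracer with DMSO for no effect and tracer alone without Siah for full effect; strong numbers were not always called active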
# M1AAP inhibition – P. falciparum M1AAP inhibitors, biochemical, fluorogenic H-Leu-NHMec substrate, 1536-well (AID 1445); 0.42% of 220,000 active; recombinant M1AAP, H-Leu-NHMec fluorogenic kinetic assay; higher % means a stronger effect; inhibition, % at 30 µM, or IC50 in µM where a hit was titrated;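 active = primary inhibition above the hit cutoff, then over 50% inhibition at one or more dose response concentrations, cut at about 23% in these data, passing the limit was not always enough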;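 note: plate controls were DMSO full reaction for no effect and no enzyme background for full effect; strong numbers were not always called active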
# AID2073 – disruptors of CaV2.2 binding to Mint1 – biochemical, HTRF (AID 2073) | 0.19% of 290,000 active | HTRF protein-protein interaction, Mint1-CaV2.2; higher % means a stronger effect | one-dose inhibition, % at 20 µM; IC50 in µM for titrated hits; in the data active = inhibition mostly above about 51%, no sharp cut-off; note: some results filed as inactive read as strong as hits
# Dynein transport – dynein cargo transport inhibition; 3617.4 mouse cells, GR-EGFP nuclear translocation imaging; test concentration mostly 20 µM; stimulated with dexamethasone, 1 µM; hits give low values; 0.47% of 220,000 active; z-score, hits read low;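 active = plate z-score of nuclear minus cytoplasmic receptor signal below a set negative limit, without overly bright fluorescence or cell loss, cut at about -3.5 in these data, passing the limit was not always enough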;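 note: z-score of nuclear minus cytoplasmic ring GR-EGFP intensity difference per well; some compounds called inactive have numbers as strong as hits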
#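 Also added: dexamethasone, 1.0 µM final. Medium: tet-free, stripped-serum medium. Detection: fixed, Hoechst-stained cells imaged at 10x for EGFP. Read-out: nuclear-to-cytoplasmic GR-EGFP distribution per well. Times: induction 48 h, compound 1 h, agonist 30 min.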
# XIAP antagonists – XIAP antagonists, biochemical, IAP family, fluorescence polarization (AID 1018); XIAP BIR domain, fluorescence polarization peptide displacement; higher % means a stronger effect; displacement, % at 20 µM; hits with a dose series show IC50 in µM; 0.007% of 200,000 active; in the data active = displacement above about 50%; note: a part of the inactive calls stands beside numbers as strong as those of hits
# P. falciparum M17LAP – P. falciparum M17LAP inhibitors, primary screen, biochemical, fluorogenic H-Leu-NHMec substrate, 1536-well (AID 1619); recombinant M17LAP, H-Leu-NHMec fluorogenic kinetic assay; higher % means a stronger effect; 0.38% of 220,000 active; inhibition, % at 30 µM, or IC50 in µM where a hit was titrated;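 active = compound inhibiting the enzyme by more than half at any dose during confirmatory dose-response retesting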;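 note: plate controls were full reaction with DMSO carrier for no effect and no enzyme background for full effect; strong numbers were not always called active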
# human PMI inhibitors – MPI inhibition at elevated mannose 6-phosphate – biochemical, fluorescence intensity, high mannose 6-phosphate, primary screen (AID 1220); 0.66% of 190,000 active; recombinant PMI enzyme, coupled fluorescence intensity; higher % means a stronger effect; inhibition, % at 20 µM; hits with a dose series show IC50 in µM
# PMI inhibitors – inhibitors of human PMI, primary screen, biochemical, fluorescence intensity, coupled assay (AID 1209). purified PMI enzyme, coupled fluorescence intensity; higher % means a stronger effect. inhibition, % at 20 µM; hits with a dose series show IC50 in µM. 0.42% of 190,000 active;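 note: plate controls were DMSO vehicle for no effect and wells lacking substrate for full effect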
# Dynein transport cytoplasmic EGFP – also measured in Dynein transport; calls as there; z-score; measured here: cytoplasmic GR-EGFP intensity; hits give high values
# Dynein transport nuclear GR-EGFP – second read-out of Dynein transport, no call of its own (marks repeat the call); z-score; measured here: nuclear GR-EGFP intensity;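 lower value marks the stronger effect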
# Dynein transport cell count – further read-out of Dynein transport, marked with its call; z-score; measured here: cell count per field
# * = called active by the depositor; x = no result given. Cut-off read from the data, not from the text of the source, unless noted: active = inhibition above about 50%; inactive = the rest.
SMILES,LYP inhibition,SIAH1 antagonists,M1AAP inhibition,AID2073,Dynein transport,Dynein transport cytoplasmic EGFP,Dynein transport nuclear GR-EGFP,Dynein transport cell count,XIAP antagonists,P. falciparum M17LAP,human PMI inhibitors,PMI inhibitors
CSc1nc(NC(C)(C)C)nc(N2CCOCC2)n1,-4%,0%,4%,0%,2.8,-0.017,0.89,-1.6,-7.8%,-1%,2%,4%
Nc1nnc(-c2cn(-c3ccccc3)nc2-c2ccccc2)o1,-3%,1%,2%,-2%,-0.52,-0.3,-0.95,1.1,-5.3%,3%,7%,8%
Cn1c(N2CCCCC2)cc(=O)n(C)c1=O,-9%,0%,0%,10%,-0.82,-0.2,0.4,0.59,-4.3%,-1%,6%,4%
CCOC(=O)c1c(C)c(/C=N/Nc2ccccc2)n(C)c1C,4%,0%,2%,1%,1.1,-0.029,0.91,-0.51,-6.7%,0%,-150%,-68%
O=C(NNC(=S)NC(=O)c1ccccc1[N+](=O)[O-])c1ccccc1O,0%,2%,3%,-10%,-0.53,-0.32,-0.36,1.3,-4.8%,51%,-31%,-9%
CCCCCCCCn1c(=O)c(C(=O)OC)c(N)c2ccccc21,-2%,2%,-1%,31%,0.24,-0.27,0.25,0.54,x,8%,x,x
O=C(c1cc2ncc(Br)cn2n1)N1CCN(C(=O)c2ccco2)CC1,-6%,-5%,-2%,8%,0.87,-0.24,0.28,0.29,4.1%,4%,-6%,5%
Cn1nc(-c2ccccc2)cc1NC(=O)C1CCCCC1,-5%,2%,1%,-10%,1.3,0.066,1,-1.3,x,6%,x,x
CCOP(=O)(OCC)C(Nc1ccc(C)cc1)c1ccco1 (stereo unspecified),-6%,8%,1%,3%,-0.41,-0.23,-0.19,0.44,1.7%,-2%,-17%,-14%
CN(CCC1CCOCC1)C(=O)CC1C(=O)NCCN1CC1CCCCC1 (stereo unspecified),-8%,0%,5%,11%,0.28,-0.24,0.48,0.028,-21%,7%,x,x
COc1ccc(C2Nc3ccccc3C(=O)N2C2CCCCC2)cc1 (stereo unspecified),-10%,4%,6%,18%,-0.6,-0.24,-0.93,1.6,-2.8%,21%,-5%,-2%
COc1ccccc1NS(=O)(=O)c1ccc(Cl)c(NC(=S)NC(=O)C2CCCC2)c1,4%,3%,6%,22%,-0.28,-0.33,-0.058,0.33,0.1%,8%,8%,9%
O=C(Nc1c(F)cc(F)cc1Br)C1CCCO1 (stereo unspecified),-3%,1%,9%,-2%,-0.35,-0.29,-0.3,0.26,-4.4%,1%,16%,8%
O=S(=O)(NCCc1ccccc1)c1ccccc1,0%,1%,5%,8%,1,-0.17,1.4,-1.7,-4.3%,-6%,-11%,-7%
C/C(=N/NC(=O)CNC(=O)C1COc2ccccc2O1)c1cccc(O)c1 (stereo unspecified),-6%,1%,1%,11%,1.3,-0.27,0.25,0.5,-5.0%,6%,-2%,3%
COC(=O)Nc1sc2nc(C)cc(C)c2c1-n1cccc1,-2%,5%,1%,7%,-0.36,-0.14,-0.47,-0.74,-0.6%,20%,4%,12%
Cc1ccc(CN2CCN(/N=C/c3ccco3)CC2)c(C)c1,4%,0%,4%,10%,-0.89,-0.19,-0.49,0.56,-6.1%,3%,2%,0%
Nc1nc(SCC(=O)Nc2c(Br)cc([N+](=O)[O-])cc2Br)n[nH]1,-3%,4%,5%,6%,-0.94,-0.24,-0.45,0.74,-4.3%,17%,8%,-3%
CCCCOC(=O)Oc1ccc2c(=O)c(Oc3cc(C)cc(C)c3)coc2c1,10%,-1%,1%,27%,-0.4,-0.033,-0.27,-0.15,-12%,-1%,10%,18%
Cc1ccc(CSCC(=O)NCc2ccc(F)cc2)cc1,-4%,2%,5%,-8%,0.79,-0.24,0.43,-0.24,-2.7%,3%,-21%,-12%
Cc1ccc(NC(=O)Nc2cccs2)nc1,-4%,-5%,26µM*,3%,-0.83,-0.35,-0.39,0.53,-5.1%,2%,-12%,-3%
CN(C1CCCCC1)S(=O)(=O)c1ccc(NC(=O)c2ccc(Br)o2)cc1,7%,-6%,4%,6%,0.95,0.18,0.71,-0.5,-14%,7%,5%,6%
COCCN=c1scc(-c2cccs2)n1/N=C(\C)c1ccco1,3%,2%,5%,24%,1.1,0.26,0.26,-2.1,-5.8%,30%,-13%,-17%
CCCCCOC(=O)CSc1nnc(-c2ccccc2)c(=O)[nH]1,-7%,0%,6%,-3%,-0.23,-0.25,-0.01,0.47,-6.5%,10%,10%,4%
O=C(NCCc1ccccn1)c1cc(-c2ccc(Cl)c(Cl)c2Cl)nc2ccccc12,-1%,-2%,5%,2%,-0.7,-0.068,-0.52,-0.64,0.7%,4%,16%,16%
CC(C)OC(=O)c1ccc(NC(=O)c2cncc(Br)c2)cc1,0%,6%,2%,22%,-0.59,-0.31,-0.28,0.98,-3.7%,1%,12%,12%
O=C1CCC(/C=C/c2ccccc2)=NN1,2%,4%,1%,9%,1.3,0.019,0.93,-1.8,-6.5%,8%,-6%,-6%
COc1ccc(CCNC(=O)c2cc3c(=O)n4cccc(C)c4nc3n(Cc3ccncc3)c2=N)cc1,-8%,-2%,x,8%,x,x,x,x,-1.4%,x,1%,5%
COc1cccc(OC(C)c2ccnc3nc(/N=C/N(C)C)nn23)c1 (stereo unspecified),-11%,0%,7%,15%,-0.26,0.23,-0.31,-0.2,-2.2%,-8%,18%,4%
CCOc1ccc2[nH]c(=O)c(CN(Cc3nnnn3Cc3ccco3)C3CCCCC3)cc2c1,3%,-4%,9%,18%,0.46,-0.18,0.3,-0.85,-3.3%,11%,10%,14%
O=C(COC(=O)CCNS(=O)(=O)c1ccc2c(c1)OCCO2)NC1CCCc2ccccc21 (stereo unspecified),-3%,7%,6%,-11%,0.35,-0.23,0.42,0.4,-0.1%,-9%,-1%,-2%
CCCCC(=O)NC(=S)NNS(=O)(=O)c1ccccc1,-10%,2%,-13%,-7%,1.2,-0.22,1,-1.3,13%,2%,-12%,3%
CC(C)CN(CCOc1cccc(N2C(=O)C3=C(CCCC3)C2=O)c1)CC(C)C,-7%,-3%,3%,0%,0.21,-0.18,0.19,-0.89,-2.3%,4%,8%,6%
Cc1ccc(S(=O)(=O)N2CCN(CC(=O)N/N=C\c3ccc(O)c(O)c3)CC2)cc1,-5%,-2%,7%,5%,-1.4,-0.25,-0.3,1.2,x,-6%,x,x
O=[N+]([O-])c1cccc(-c2ccc(/C=N/NC(=S)Nc3ccccc3)o2)c1,11%,-7%,2%,-8%,-1.3,-0.16,-0.11,0.68,-1.4%,-2%,-4%,-2%
Fc1ccc(NC(=S)NC2CC3CCCC(C2)N3Cc2cccs2)cc1 (stereo unspecified),-4%,0%,1%,-4%,0.58,0.3,0.32,-0.82,-3.2%,13%,x,x
CC(C)NC(=O)COC(=O)c1cc(Br)ccc1Cl,-5%,1%,-4%,-1%,-0.19,-0.32,-0.43,0.69,-11%,-13%,8%,17%
CCCCCCC(=O)Nc1ccc(Br)cn1,-8%,-1%,-4%,0%,-0.65,-0.78,-0.17,0.56,x,5%,x,x
O=C(CSc1nnc(-c2cccc(S(=O)(=O)N3CCCCC3)c2)o1)NCCC1=CCCCC1,-2%,-2%,8%,14%,-0.72,-0.17,0.35,0.5,-1.9%,1%,1%,-10%
CCOC(=O)C(=CNc1ccc(S(N)(=O)=O)cc1)C(=O)OCC,-2%,7%,6%,2%,-0.27,-0.24,-0.11,-0.34,x,27%,x,x
c1ccc(-c2ccccc2OCCCCN2CCCCC2)cc1,-4%,-1%,-1%,2%,-0.24,-0.038,-0.0055,0.0079,2.3%,2%,6%,3%

# Among those listed so far, eleven have a halogen:
SMILES,LYP inhibition,SIAH1 antagonists,M1AAP inhibition,AID2073,Dynein transport,Dynein transport cytoplasmic EGFP,Dynein transport nuclear GR-EGFP,Dynein transport cell count,XIAP antagonists,P. falciparum M17LAP,human PMI inhibitors,PMI inhibitors
O=C(c1cc2ncc(Br)cn2n1)N1CCN(C(=O)c2ccco2)CC1,-6%,-5%,-2%,8%,0.87,-0.24,0.28,0.29,4.1%,4%,-6%,5%
COc1ccccc1NS(=O)(=O)c1ccc(Cl)c(NC(=S)NC(=O)C2CCCC2)c1,4%,3%,6%,22%,-0.28,-0.33,-0.058,0.33,0.1%,8%,8%,9%
O=C(Nc1c(F)cc(F)cc1Br)C1CCCO1 (stereo unspecified),-3%,1%,9%,-2%,-0.35,-0.29,-0.3,0.26,-4.4%,1%,16%,8%
Nc1nc(SCC(=O)Nc2c(Br)cc([N+](=O)[O-])cc2Br)n[nH]1,-3%,4%,5%,6%,-0.94,-0.24,-0.45,0.74,-4.3%,17%,8%,-3%
Cc1ccc(CSCC(=O)NCc2ccc(F)cc2)cc1,-4%,2%,5%,-8%,0.79,-0.24,0.43,-0.24,-2.7%,3%,-21%,-12%
CN(C1CCCCC1)S(=O)(=O)c1ccc(NC(=O)c2ccc(Br)o2)cc1,7%,-6%,4%,6%,0.95,0.18,0.71,-0.5,-14%,7%,5%,6%
O=C(NCCc1ccccn1)c1cc(-c2ccc(Cl)c(Cl)c2Cl)nc2ccccc12,-1%,-2%,5%,2%,-0.7,-0.068,-0.52,-0.64,0.7%,4%,16%,16%
CC(C)OC(=O)c1ccc(NC(=O)c2cncc(Br)c2)cc1,0%,6%,2%,22%,-0.59,-0.31,-0.28,0.98,-3.7%,1%,12%,12%
Fc1ccc(NC(=S)NC2CC3CCCC(C2)N3Cc2cccs2)cc1 (stereo unspecified),-4%,0%,1%,-4%,0.58,0.3,0.32,-0.82,-3.2%,13%,x,x
CC(C)NC(=O)COC(=O)c1cc(Br)ccc1Cl,-5%,1%,-4%,-1%,-0.19,-0.32,-0.43,0.69,-11%,-13%,8%,17%
CCCCCCC(=O)Nc1ccc(Br)cn1,-8%,-1%,-4%,0%,-0.65,-0.78,-0.17,0.56,x,5%,x,x
